697 NFkB inh: inhibitors of PMA/ionomycin-induced NF-kB reporter, 697 cells, primary screen, B-cell NF-kB inhibitor project, cell-based, luminescence, uHTS. AID 435022, 2010. 0.33% of 330,000 active. inhibition, % at 4 µM. 697 B-cell NF-kB luciferase reporter, 16 h; in the data active = inhibition above about 35%
CHOP UPR activ: activators of apoptotic CHOP UPR arm, primary screen, cell-based, CHO-CHOP luciferase reporter, luminescence, uHTS | UPR activation; percent of tunicamycin response over DMSO baseline | activation, % at 10 µM | 0.34% of 330,000 active;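 active = at 10 µM dose, activation of 40% or more, normalized to positive control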;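 note: 100% = tunicamycin at 10 µg/mL and 0% = DMSO alone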
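Assay system: CHO-CHOP cells, stable luciferase reporter of PERK-eIF2a-CHOP signalling / Buffer or medium: F12 plus 10% serum / Compound dosing: one dose, 10 µM in 0.5% DMSO / Times: 6 h compound treatment, 37 °C / Technique: luciferase luminescence / Read-out: % reporter activation, DMSO baseline versus tunicamycin full activation / Benchmarks: tunicamycin and DMSO controls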
CCR6 antagonist: CCR6 receptor antagonists, primary screen, cell-based, CHO-K1, luminescence, beta-arrestin, uHTS; CHO-K1 CCR6 PathHunter beta-arrestin, CCL20-stimulated; C-C chemokine receptor type 6 (Homo sapiens), P51684; 0.49% of 340,000 active; inhibition, % at 20 µM;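 active = compounds whose inhibition of the agonist-driven luminescence signal at 20 µM reaches about 50%, limit read from the data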;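 note: cells stimulated with CCL20 at 14 nM final; plate controls were DMSO with CCL20 for no effect and DMSO without agonist for full effect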
Target sequence (P51684 whole entry, looked up): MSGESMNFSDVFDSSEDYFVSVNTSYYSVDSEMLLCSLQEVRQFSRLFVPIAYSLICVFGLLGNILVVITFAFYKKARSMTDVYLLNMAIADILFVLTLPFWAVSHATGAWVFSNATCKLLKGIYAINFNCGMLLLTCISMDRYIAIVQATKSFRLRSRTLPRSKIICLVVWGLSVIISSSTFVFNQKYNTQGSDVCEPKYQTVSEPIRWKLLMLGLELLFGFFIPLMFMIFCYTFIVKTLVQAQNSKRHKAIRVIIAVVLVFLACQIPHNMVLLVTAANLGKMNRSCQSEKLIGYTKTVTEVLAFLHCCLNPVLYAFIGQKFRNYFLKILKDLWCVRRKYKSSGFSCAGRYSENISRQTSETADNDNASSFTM
Jurkat NFkB inh: inhibitors of induced NF-kB luciferase reporter, primary screen, TCR NF-kB activation inhibitor project, cell-based, luminescence, uHTS; inhibition, % at 4 µM; 0.53% of 330,000 active; Jurkat, PMA/ionomycin-induced NF-kB luciferase reporter; AID 435003, 2010; in the data active = inhibition above about 50%
Gli-Sufu antag: Gli-Sufu pathway antagonists, primary screen, luciferase luminescence, Sufu-KO-LIGHT cells, uHTS | Sufu-KO-LIGHT fibroblasts, Gli luciferase reporter luminescence | inhibition, % at 5 µM | 0.74% of 340,000 active | AID 588413, 2011;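 active = inhibition above about 55%, limit read from the data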;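 note: 0% = DMSO-treated cells and 100% = wells with medium but no cells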
EBI2 block: EBI2 receptor antagonists, beta-arrestin recruitment, primary screen, cell-based, luminescence, 7a,25-OHC stimulation, uHTS; 7a,25-OHC stimulated; inhibition, % at 5 µM; 0.81% of 360,000 active; AID 651636, 2012; in the data active = inhibition above about 38%;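 note: enzyme fragment complementation signal reports receptor beta-arrestin coupling in cells; 0% = agonist plus DMSO wells and 100% = wells without agonist; some results beyond the cut were filed as inactive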
Target sequence (P32249 whole entry, looked up, the tested form may be a part): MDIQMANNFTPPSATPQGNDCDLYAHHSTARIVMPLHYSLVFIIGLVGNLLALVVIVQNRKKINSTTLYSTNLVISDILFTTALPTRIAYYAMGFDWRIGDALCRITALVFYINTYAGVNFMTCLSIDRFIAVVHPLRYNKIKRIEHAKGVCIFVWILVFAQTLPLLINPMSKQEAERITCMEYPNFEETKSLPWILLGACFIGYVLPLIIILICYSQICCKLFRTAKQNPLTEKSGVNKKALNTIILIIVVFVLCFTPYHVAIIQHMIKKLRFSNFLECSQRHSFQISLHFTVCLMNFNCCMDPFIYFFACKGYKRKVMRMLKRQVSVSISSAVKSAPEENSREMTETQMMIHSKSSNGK
Mdm2 MdmX PPI: inhibitors of human Mdm2-MdmX association, primary screen, cell-based, luminescence, split luciferase, SaOS-2, uHTS; Protein Mdm4 (Homo sapiens) + E3 ubiquitin-protein ligase Mdm2 (Homo sapiens), …; SaOS-2 split-luciferase Mdm2/MdmX complementation; inhibition, % at 8 µM; 3% of 330,000 active; AID 485346, 2010;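 active = inhibition of at least 50% at 8 µM in the primary screen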
UPR XBP1 act: activators of adaptive XBP1 UPR arm, primary screen, cell-based, CHO-XBP1 luciferase reporter, luminescence, uHTS | AID 463104, 2010 | activation, % at 20 µM | IRE1-XBP1 UPR activation; percent of tunicamycin response, DMSO as zero | 0.33% of 330,000 active;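 active = versus positive control, 20 µM dose yields 30% or more activation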;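 note: 100% = tunicamycin at 10 µg/mL and 0% = DMSO only wells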
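incubation = overnight seeding at 37 °C, 6 h compound treatment at 37 °C | assay system = CHO-XBP1 cells stably carrying IRE1-XBP1-driven luciferase reporter | input = 1000 cells per well | detection = luciferase luminescence | dosing = single point, 20 µM final compound, 1% DMSO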
CXCR6 block: CXCR6 receptor inhibitors, primary screen, cell-based, beta-arrestin, luminescence, CHO-K1 PathHunter, 1536-well. 0.36% of 360,000 active. C-X-C chemokine receptor type 6 (Homo sapiens), O00574. inhibition, % at 20 µM; in the data active = inhibition above about 34%, passing the limit was not always enough;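 note: antagonist mode with CXCL16 agonist at 10 nM final; 0% = 10 nM CXCL16 with DMSO and 100% = unstimulated wells without agonist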
Target sequence (O00574 whole entry, looked up): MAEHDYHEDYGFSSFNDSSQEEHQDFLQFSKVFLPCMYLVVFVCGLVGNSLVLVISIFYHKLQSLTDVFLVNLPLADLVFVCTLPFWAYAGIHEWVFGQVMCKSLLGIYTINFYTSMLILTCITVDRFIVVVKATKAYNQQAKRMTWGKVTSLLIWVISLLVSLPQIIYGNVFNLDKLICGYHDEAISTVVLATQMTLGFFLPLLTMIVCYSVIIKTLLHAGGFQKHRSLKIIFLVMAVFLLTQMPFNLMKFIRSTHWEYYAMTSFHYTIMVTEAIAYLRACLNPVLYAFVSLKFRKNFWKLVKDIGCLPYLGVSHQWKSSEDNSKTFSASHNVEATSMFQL
* = called active by the depositor; / = no result given.

SMILES	697 NFkB inh	CHOP UPR activ	CCR6 antagonist	Jurkat NFkB inh	Gli-Sufu antag	EBI2 block	Mdm2 MdmX PPI	UPR XBP1 act	CXCR6 block
Cc1cc(C)c(NC(=O)CSc2cccc[n+]2[O-])c(C)c1	2	0.7	6	8	2	4	7	3	4
N=c1c(C(=O)NC2CCCCC2)cc2c(=O)n3ccccc3nc2n1Cc1ccco1	7	7.5	12	34	29	18	56*	7	17
Cc1nn(C)c(C(=O)N/N=C/c2ccncc2)c1Cl	4	-0.1	6	5	-5	-7	19	6	9
COC(=O)Cc1ccc(O)c(N)c1	21	0.8	-1	1	3	4	32	2	-3
CCCCn1c(N)c(N(CC(C)C)C(=O)C2CCN(C(=O)c3ccc(F)cc3)CC2)c(=O)[nH]c1=O	-15	1.2	0	3	-5	-1	-2	0	-2
O=S(=O)(c1ccc(Cl)c(F)c1)N1CCC(c2nc(-c3ccncc3)no2)CC1	-20	-0.6	-2	0	6	26	4	0	-9
O=C(NC1CC2CCCC(C1)N2Cc1cccs1)c1ccc([N+](=O)[O-])cc1 (stereo unspecified)	16	0.4	/	5	/	/	10	-3	/
C=CCOC(=O)C1=C(C)NC(SCC(=O)Nc2ccccc2)=C(C#N)C1c1ccco1 (stereo unspecified)	-7	5.6	23	2	3	17	13	-1	7
CC(=O)c1ccc(OC(=O)C2CC(=O)N(c3cccc(C)c3)C2)cc1 (stereo unspecified)	7	-0.2	-11	7	8	-9	14	2	-3
O=C(Nc1ccc(F)cc1)c1cccnc1NCCc1ccccc1	-8	-0.2	2	2	7	-3	19	-2	-6
COc1ccc(C(=O)NCC(c2ccco2)N(C)C)cc1S(=O)(=O)NCc1ccc(Cl)cc1 (stereo unspecified)	18	0.0	5	4	12	-4	18	-1	-4
O=C(C[C@@H]1C/C=C/CC[C@H](Cc2ccc(F)cc2)C(=O)O[C@H](c2ccccc2)CNC1=O)NCCO	-12	1.6	-5	-4	2	-19	-1	2	3
C[C@H](CO)N1C[C@H](C)[C@@H](CN(C)Cc2ccc(Cl)c(Cl)c2)Oc2ccc(NC(=O)Cn3cnnn3)cc2C1=O	14	-1.5	5	11	-5	-1	5	-1	0
CCCOc1ccc(N2C(=O)CC(N(CCC)C(=O)CCC(=O)O)C2=O)cc1 (stereo unspecified)	1	2.9	2	-7	-3	-6	18	1	6
CCCC(=O)NC(=S)Nc1cccc(Cl)c1N1CCCC1	-12	-2.8	12	-10	-8	8	26	3	9
Cc1ccc(OCCSc2nc3ncnc(N)c3[nH]2)cc1	1	1.3	-10	0	-3	2	0	3	-3
CC(C)NS(=O)(=O)c1ccc(NC(=O)C(C)OC(=O)CCC2CCCCC2)cc1 (stereo unspecified)	5	1.6	7	4	-7	5	3	-1	-4
Cc1ccc(NC(=O)CCC(=O)NNC(=O)Cc2ccccc2)cc1C	-15	-0.9	-9	12	0	-5	-13	-1	-1
COC(=O)c1ccc(CN2C(=O)NC3(CCC(C)CC3)C2=O)o1 (stereo unspecified)	11	-3.9	-16	4	-1	-7	11	4	7
CCc1ccccc1NS(=O)(=O)c1ccc(OC)c2ncccc12	11	4.4	-10	7	-3	9	32	-2	-13
CCCn1c(=S)[nH]c2cc(C(=O)N3CCc4ccccc4C3)ccc2c1=O	-18	0.0	13	-14	-1	-6	33	2	2
COc1ccc(CCNC(=O)COC(=O)c2ccccc2NCCO)cc1OC	-7	0.5	2	15	-10	-5	21	1	-2
O=C(Cc1cccs1)N/N=C/c1ccccn1	-20	0.0	3	-20	-1	-9	-9	4	3
COc1ccc2cc3cc(C(=O)NC(C)C)oc3nc2c1	-43	3.8	-22	-104	-79	0	-29	5	-2
COc1ccc(C(C)C)cc1S(=O)(=O)N1CCC(C(=O)NCC2CCCO2)CC1 (stereo unspecified)	20	1.8	15	6	-5	-3	15	-4	0
O=C(CN(c1ccccc1)S(=O)(=O)c1ccccc1)NCCSc1nc2ccccc2s1	-12	-0.7	-2	-2	2	59*	11	-1	8
COc1cc(OC)cc(C(=O)NC(=S)NCCc2ccccc2)c1	-13	-0.1	15	-22	-9	11	-10	0	11
COC(=O)c1c(NC(=O)C(=O)N2CCOCC2)sc2c1CCC2	17	1.7	3	14	-14	-8	-9	-2	6
O=c1[nH]c(=O)n(Cc2ccccc2)c2nc(-c3ccco3)cc(C(F)(F)F)c12	11	-3.1	25	16	-3	23	53*	11	7
CC1C/C(=N\NC(N)=S)c2cc(Cl)ccc2S1 (stereo unspecified)	8	0.1	7	-1	16	15	47	1	-1
CCOc1ccc(N2C(=O)C3ON(C)C(c4ccc([N+](=O)[O-])cc4)C3C2=O)cc1 (stereo unspecified)	2	-0.4	2	-14	6	-7	7	0	2
CC(NC(=O)c1cccc(S(=O)(=O)N2CCc3ccccc32)c1)c1ccco1 (stereo unspecified)	-3	-1.2	17	-7	8	7	-4	-2	9
CN(C)CCCNC(=O)CCc1nc2ccccc2c(=O)[nH]1	17	-3.8	9	2	9	4	17	-1	1
O=C(CSCc1ccccc1F)NCc1ccccc1	-25	2.9	-7	-56	-22	4	-9	-1	-2
O=C(O)c1ccc(C[n+]2c(-c3ccccc3)csc2Nc2ccccc2)cc1	5	1.9	1	-5	4	0	15	-1	-4
Cc1nn2c(nc(N3CCCCC3)c3ccccc32)c1C=O	-16	3.1	28	-1	-1	10	9	14	13

Full records as entered above:
Results for `CC(NC(=O)c1cccc(S(=O)(=O)N2CCc3ccccc32)c1)c1ccco1` (stereo unspecified) → 697 NFkB inh = -3; CHOP UPR activ = -1.2; CCR6 antagonist = 17; Jurkat NFkB inh = -7; Gli-Sufu antag = 8; EBI2 block = 7; Mdm2 MdmX PPI = -4; UPR XBP1 act = -2; CXCR6 block = 9
Results for `O=C(CN(c1ccccc1)S(=O)(=O)c1ccccc1)NCCSc1nc2ccccc2s1` → 697 NFkB inh = -12; CHOP UPR activ = -0.7; CCR6 antagonist = -2; Jurkat NFkB inh = -2; Gli-Sufu antag = 2; EBI2 block = 59*; Mdm2 MdmX PPI = 11; UPR XBP1 act = -1; CXCR6 block = 8
Results for `CN(C)CCCNC(=O)CCc1nc2ccccc2c(=O)[nH]1` → 697 NFkB inh = 17; CHOP UPR activ = -3.8; CCR6 antagonist = 9; Jurkat NFkB inh = 2; Gli-Sufu antag = 9; EBI2 block = 4; Mdm2 MdmX PPI = 17; UPR XBP1 act = -1; CXCR6 block = 1

Part of the list above, with values under each structure.
Results follow in this order: 697 NFkB inh	CHOP UPR activ	CCR6 antagonist	Jurkat NFkB inh	Gli-Sufu antag	EBI2 block	Mdm2 MdmX PPI	UPR XBP1 act	CXCR6 block
O=C(O)c1ccc(C[n+]2c(-c3ccccc3)csc2Nc2ccccc2)cc1
  5	1.9	1	-5	4	0	15	-1	-4
CC1C/C(=N\NC(N)=S)c2cc(Cl)ccc2S1 (stereo unspecified)
  8	0.1	7	-1	16	15	47	1	-1

(further entries)
SMILES	697 NFkB inh	CHOP UPR activ	CCR6 antagonist	Jurkat NFkB inh	Gli-Sufu antag	EBI2 block	Mdm2 MdmX PPI	UPR XBP1 act	CXCR6 block
Cc1ccc(OCc2cc(C(=O)NCCn3cccn3)no2)cc1C	-7	5.9	4	-6	0	0	-40	-4	5
O=C(Nc1nnc(SCc2ccc(F)cc2)s1)c1ccccn1	-45	20	70*	7	50	67*	82*	15	44*
c1coc(-c2nnc(SCc3nc4ccccc4[nH]3)o2)c1	13	3.6	-2	-4	5	-9	4	1	-4
Cc1cccc(NC(=O)c2cc(S(=O)(=O)N3CCC4(CC3)OCCO4)ccc2F)c1	11	1.8	12	5	17	7	34	-6	1
N#Cc1ccc(Nc2nc(-c3ccc(O)cc3O)cs2)cc1C(F)(F)F	-11	6.3	4	-10	-1	56*	69*	11	-23
COC(=O)c1ccc(NC(=S)NC(=O)C2CCC2)cc1	-27	6.0	17	14	-4	4	-1	2	8
CCSc1nnc(NC(=O)c2cc(OC)c(OC)c(OC)c2)s1	7	1.1	4	2	2	2	0	1	8
Cc1ccc(C)c(N2CCN(C(=O)c3nn(C)c4c3CS(=O)(=O)c3ccccc3-4)CC2)c1	-25	0.2	24	16	18	8	22	-5	-8
O=C(N/N=C/c1cn[nH]c1-c1ccc(F)cc1)c1ccncc1	13	0.4	-21	2	1	-1	24	1	2
Cn1nnnc1-c1cc(Br)ccc1NC(=O)c1ccccc1	-5	-1.2	0	-4	-11	-3	6	0	10
O=C(CSCc1cccc(Cl)c1)OCc1nc2ccsc2c(=O)[nH]1	-11	1.4	5	-35	-8	-1	-34	-4	-8
C=C(C)C(=O)Nc1cccc(C(C)=O)c1	2	-1.1	14	2	-7	-12	20	-2	-5
CCCc1cc(=O)[nH]c2nnc(SCC(=O)Nc3nccs3)n12	25	-0.7	-5	10	-7	-6	12	-2	4
CCCCn1c(N)c(NCC(C)C)c(=O)[nH]c1=O	-7	0.5	-6	-8	3	0	16	2	4
Cc1noc(C)c1CSc1nnc(-c2ccncc2)n1-c1ccc(Cl)c(Cl)c1	5	3.2	-13	5	6	6	-7	-1	-4
O=C(COC(=O)CCC(=O)c1ccc(Cl)cc1)NCc1ccco1	-6	-0.4	-2	12	-3	6	6	0	7
COc1cc2c(cc1OC)C(c1ccc3c(c1)OCO3)C1=C(CC(C)(C)CC1=O)N2 (stereo unspecified)	21	-0.9	3	-19	-9	14	22	1	6
CCN(CC)CC(=O)Nc1ccc(/C(C)=N/NC2=NCCN2)cc1	-1	-1.6	12	-13	11	-8	13	-2	-3
CCN(CC)C(=O)CC(c1ccc2c(c1)OCO2)c1c(O)cc(OC)cc1OC (stereo unspecified)	-3	-0.6	-2	14	12	9	-4	0	3
COC(=O)C(C)Sc1nc(NCc2ccccc2)nc(N(C)C)n1 (stereo unspecified)	-15	-1.2	16	-16	-17	1	23	0	7
CCC(C)c1ccccc1N1CC(C(=O)N2CCN(S(=O)(=O)c3ccc(F)cc3)CC2)CC1=O (stereo unspecified)	-11	0.4	1	6	-5	-7	6	1	-4
CCOc1ccccc1NC(=O)CCSc1nc2n[nH]c(C)c2c(=N)n1-c1ccccc1Cl	5	7.3	-9	-5	4	-6	28	110*	-11
COc1cc(OC)c(C2CC(=O)N3CN(C)CSC3=C2C#N)cc1OC (stereo unspecified)	16	-1.8	9	-3	1	-6	20	0	-4
O=C(CCc1ccccc1)C(=O)N1CCCC(C(=O)c2cccc(Cl)c2)C1 (stereo unspecified)	-4	-0.4	6	-2	-1	17	17	-1	1
O=C(NCCCN1CCOCC1)c1cc(-c2ccccc2)on1	-7	1.2	-13	-33	-39	-2	-22	4	0
CCc1ccc(OCC(=O)N(Cc2ccccc2)C2CCS(=O)(=O)C2)cc1 (stereo unspecified)	8	2.2	11	6	-8	-1	18	-1	-1
COc1ccc(CCNc2nc(C)nc3c2oc2ccccc23)cc1OC	-32	-1.3	11	-3	-10	-16	11	8	-6
COc1nc(N)c(S(=O)(=O)c2ccc(C)cc2)cc1C#N	12	-0.1	6	-4	11	-1	-12	-3	-3
COC(=O)c1cc(OC)c(OC)cc1NCC(=O)Nc1cccc(C(F)(F)F)c1	-36	1.0	11	39	3	-9	12	0	-6

Compound activity from PubChem.
